HSF1 inhib: HSF1 inhibitors in luciferase reporter cells, primary screen, cell-based, NIH3T3, luminescence; NIH3T3-HGL HSE-luciferase, MG132-induced, luminescence 8 h; active compounds read low; activity change, negative = inhibition, % at 7.5 µM (by protocol); 0.77% of 300,000 active; AID 2098, 2009;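 active = more than half of replicate wells show activity change below -50%, luminescence cut by over half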;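 also: luciferase reports HSF-1 transcriptional activity via heat shock element; 0% = median of DMSO wells and -100% = zero luminescence signal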
HSF1 activator: HSF-1 activators, primary screen, NIH3T3-HGL cells, MG132 stress, luminescence, single point; NIH3T3-HGL HSF-1 luciferase reporter, 8 h; 100% = twice DMSO control signal; 1.7% of 300,000 active; activation, % at 9 µM;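 active = mean replicate activation of at least 50% with a set share of replicates each reaching 50%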;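 also: 0% = median of the neutral control wells and 100% = twice that signal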
GSK3 alpha inh: blockers of GSK3A enzyme activity – biochemical, luminescence, cell-free homogeneous, HTS, primary screen; AID 2650, 2010; inhibition, % at 10 µM; Glycogen synthase kinase-3 alpha (Homo sapiens), P49840; 0.1% of 320,000 active; GSK-3 alpha kinase, ADP-Glo luminescence, 60 min;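 in the data active = inhibition above about 50%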;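 also: GST-tagged GSK-3 alpha with peptide substrate and 25 µM ATP; 0% = DMSO neutral wells and 100% = GW8510 positive control wells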
Target sequence (P49840 whole entry, looked up): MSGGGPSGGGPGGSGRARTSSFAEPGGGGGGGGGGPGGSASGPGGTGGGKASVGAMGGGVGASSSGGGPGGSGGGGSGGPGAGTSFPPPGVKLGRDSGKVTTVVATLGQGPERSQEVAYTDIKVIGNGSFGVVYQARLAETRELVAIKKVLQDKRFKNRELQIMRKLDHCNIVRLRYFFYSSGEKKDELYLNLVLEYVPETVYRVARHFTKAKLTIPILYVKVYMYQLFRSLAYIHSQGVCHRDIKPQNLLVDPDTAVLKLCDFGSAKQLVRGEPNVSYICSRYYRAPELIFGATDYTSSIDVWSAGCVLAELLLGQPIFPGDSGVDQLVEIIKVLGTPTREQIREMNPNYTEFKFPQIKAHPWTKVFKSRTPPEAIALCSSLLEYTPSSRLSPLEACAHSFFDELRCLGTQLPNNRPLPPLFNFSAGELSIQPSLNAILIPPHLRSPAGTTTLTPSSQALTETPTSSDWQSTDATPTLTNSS
GSK3beta inhib: human GSK3beta kinase inhibitors, primary screen, biochemical, cell-free homogeneous, HTS. Glycogen synthase kinase-3 beta (Homo sapiens), P49841. GST-GSK3beta kinase, ADP-Glo luminescence, 60 min; active compounds read low. activity score (negative = inhibition), % at 10 µM. 0.038% of 300,000 active. AID 2097, 2009;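 active = more than half of replicate wells score below -50%, meaning over 50% inhibition versus plate controls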;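 also: 0% = median DMSO wells and -100% = median GW8510 positive control wells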
Target sequence (P49841 whole entry, looked up): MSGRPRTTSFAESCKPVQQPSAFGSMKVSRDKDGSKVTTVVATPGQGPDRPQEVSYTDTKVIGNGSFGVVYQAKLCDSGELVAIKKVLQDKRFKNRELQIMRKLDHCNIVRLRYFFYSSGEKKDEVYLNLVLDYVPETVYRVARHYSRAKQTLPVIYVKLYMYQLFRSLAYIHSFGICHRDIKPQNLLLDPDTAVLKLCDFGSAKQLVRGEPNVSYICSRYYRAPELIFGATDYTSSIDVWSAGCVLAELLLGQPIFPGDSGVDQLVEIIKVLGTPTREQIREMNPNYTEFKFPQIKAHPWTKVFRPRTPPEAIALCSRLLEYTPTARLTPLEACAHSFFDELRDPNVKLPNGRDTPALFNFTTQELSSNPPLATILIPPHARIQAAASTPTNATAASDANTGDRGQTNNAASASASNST
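Assay system: GST-fused GSK3beta enzyme, cell-free / Medium: Tris pH 7.5 buffer with MgCl2, DTT, BSA, heparin / Also added: peptide substrate plus 25 µM ATP (final) / Compound: 10 µM single point / Timing: kinase reaction with compound 60 min at room temperature / Detection: ADP-Glo luminescence / Benchmarks: DMSO neutral wells and GW8510 at 20 µM as positive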
HSP90 refold inh: HSP90 inhibitors, primary screen, cell lysate, luminescence; Heat shock protein HSP 90 (rabbit reticulocyte lysate; luciferase refolding); Rabbit reticulocyte lysate, luciferase refolding luminescence, 3 h; AID 1789, 2009; 0.91% of 290,000 active; inhibition, % at 5.6 µM;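 active = inhibition above the screen-wide mean plus 3 SD, computed separately per campaign, cut at about 16% in these data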;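 also: 0% = DMSO wells and 100% = 60 µM geldanamycin wells; inhibitors lower the luminescence because luciferase stays unfolded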
aSyn 5UTR inh: MLPCN primary screen, SNCA 5' untranslated region | inhibition, % (tested at 7.5 µM) | 0.82% of 300,000 active | alpha-synuclein 5'UTR reporter, inhibitor activity; in the data active = inhibition above about 60%;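 also: H4 neuroglioblastoma cells stably carrying SNCA 5'UTR luciferase fusion; 0% = DMSO wells and 100% = positive control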
IEC-6 cytotox: cytotoxicity in IEC-6 intestinal epithelial cells, primary screen, cytotoxicity control for KLF5 inhibitor project, cell-based, luminescence; 0.78% of 290,000 active; AID 1825, 2009; inhibition, % at 5 µM; IEC-6 cytotoxicity, luminescence viability; in the data active = inhibition above about 22%;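 also: 0% = plate median of test compound wells and 100% = cytotoxic reference compound wells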
AI-2 QS modul: Vibrio harveyi AI-2 quorum sensing modulators, primary screen, JMH597 strain, luminescence/OD600 ratio. Vibrio harveyi JMH597 AI-2 luminescence/OD600 ratio, 9 h; active compounds read low; strain lacks LuxN and CqsS sensors; 0 = neutral-control median. activity change, % at 7.5 µM. 0.4% of 300,000 active; in the data active = activity change below about -75%, passing the limit was not always enough;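 also: luminescence divided by OD600 gain over 9 h not by final OD600 alone; inactives centre near 13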
HIF activator: HIF pathway transcriptional activators, primary screen, cell-based, U2OS HRE-luciferase, luminescence. 0.32% of 300,000 active. U2OS HRE-luciferase reporter; normalized: DMSO 0%, desferrioxamine 100%. activation, % at 7.5 µM (by protocol);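 active = mean activation of at least 10% of the iron chelator positive control signal, with at least half of replicates also reaching 10%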
KLF5 inh: KLF5 expression inhibitors, primary screen, DLD-1 cells, luminescence; inhibition, % at 5 µM; DLD-1 KLF5 promoter-luciferase reporter; 0.23% of 290,000 active;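 active = inhibition above a per-plate limit of that plate's mean compound inhibition plus 3 SD, cut at about 60% in these data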;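 also: 0% = DMSO wells and 100% = LY294002 at 200 µM; higher means less KLF5 promoter-driven luciferase light; inactives centre near -14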
Active calls of the source: *; . = no result given.

SMILES	HSF1 inhib	HSF1 activator	GSK3 alpha inh	GSK3beta inhib	HSP90 refold inh	aSyn 5UTR inh	IEC-6 cytotox	AI-2 QS modul	HIF activator	KLF5 inh
O=C(CNS(=O)(=O)c1ccc2ccccc2c1)NCCc1ccccn1	-2	30	-6	2	2	-3	2	28	0.3	-9
CCCC(=O)N(CCN1CCOCC1)c1nc2c(OCC)cccc2s1	1	7	0	1	0	2	-5	20	0.0	-11
COc1cccc(/C=C2/Oc3ccccc3N(CC(=O)NCC3CCCO3)C2=O)c1 (stereo unspecified)	2	17	-1	0	0	-10	6	13	0.3	-10
Cc1cc(=O)oc2cc(OCC(=O)N3CCC(O)CC3)c(Cl)cc12	-2	11	-1	0	0	-2	3	16	-0.4	-13
COc1ccccc1OCCNC(=O)/C=C/c1ccc([N+](=O)[O-])cc1	3	-2	0	5	0	-30	-1	27	0.0	-6
CCOC(=O)C1=C(CSCc2ccccc2)NC(=O)NC1c1cc(C)ccc1C (stereo unspecified)	6	9	-8	3	2	32	2	30	-3.1	5
COc1ccc(CCNC(=O)c2cc(S(=O)(=O)N(C)C)ccc2N2CCCC2)cc1	3	8	-1	-1	-2	5	-2	7	-0.4	-11
Cc1cccc(C(=O)NNC2=C(C(=O)C(F)(F)F)CCC2)c1O	-3	19	.	-1	-2	-1	-1	39	-0.1	-19
CC1CCN(c2ccc([N+](=O)[O-])c(SCCO)c2)CC1	0	6	8	-13	-2	-2	0	21	-0.1	-9
COc1ccc(/C=C2/SC(=S)N(NS(=O)(=O)c3ccc(C)cc3)C2=O)cc1	-1	6	-10	7	-8	2	0	30	0.0	5
COc1ccc(-c2ccc3oc(-c4ccc(OC)cc4)c(C#CCO)c3c2)cc1	15	9	-4	-3	.	-23	.	17	0.6	.
COc1cccc(C(=O)Nc2nnc(S(=O)(=O)N(C)c3ccccc3)s2)c1	-3	-6	-3	1	-4	-6	-3	13	0.5	-29
C/C(=N/Nc1ccc(C(=O)O)cc1)c1ccc(O)c(O)c1O	-12	-11	5	0	29*	-52	-4	29	0.2	-27
CCOc1ccccc1OCCCCOc1ccccc1F	2	18	-1	-2	-3	-12	-3	26	0.3	5
Cc1cccc(CN2CCN(Cc3cnn(-c4ccccc4F)c3)CC2CCO)n1 (stereo unspecified)	5	-21	1	5	3	-3	3	15	-0.2	-17
Cc1cccc(OCC(=O)NCCCNC(=O)c2cnccn2)c1	1	9	-1	3	-1	16	-2	15	-0.5	1
O=C(NCc1ccco1)C1CC(c2ccccc2O)=NO1 (stereo unspecified)	4	7	-2	1	-1	-18	0	-1	1.7	-2
COc1ccc(N2CCN(S(=O)(=O)c3ccc(-n4cnnn4)c(C)c3)CC2)cc1	3	-2	2	-5	-1	21	-5	10	-0.5	-7
CCC(=O)Nc1nnc(SCC(=O)Nc2ccc(F)cc2)s1	5	3	0	5	2	34	11	25	-0.1	-4
CCNS(=O)(=O)c1ccc(NC(=O)Nc2cc(C)ccc2OC)cc1	-5	-10	-1	4	3	3	4	-8	0.4	-5
C=CCc1cccc(CNc2c(C)n(C)n(-c3ccccc3)c2=O)c1O	3	7	-1	-1	5	20	7	-2	-0.6	-6
Cc1cccc(/C(N)=N/OC(=O)c2ccc3c(c2)OCO3)c1	-8	-18	35	-25	4	-116	-6	-26	1.2	-140
CCN1CCn2c1nc(N1CCOCC1)nc2=O	-2	-7	-5	-1	-2	9	-1	9	.	-7
CC(C)CCCC(C)NS(=O)(=O)Cc1ccccc1 (stereo unspecified)	12	2	-2	-5	2	1	-1	10	-0.3	2
NN1C(=O)c2cccc3c(C(=O)O)ccc(c23)C1=O	-33	-44	11	2	3	-5	2	8	-0.1	-11
CN(C)CCCNC(=S)N(Cc1cccs1)Cc1cc2cc3c(cc2[nH]c1=O)OCCO3	-7	-13	1	-4	2	-22	12	4	0.1	16
CCc1nc2oc(C(=O)c3ccccc3)c(N)c2c2c1COC(C)(C)C2	0	0	3	-2	0	-16	0	33	-0.1	3
COc1cccc(S(=O)(=O)N2CCN(c3ccccc3F)CC2)c1	-2	-1	4	2	5	-18	-10	15	-0.8	-12
Oc1cccc(/C=N/Nc2cc(N3CCCC3)nc(N3CCCC3)n2)c1	-6	-4	-1	-6	2	28	2	15	-0.4	-11
Cn1c(=O)oc2cc(NC(=O)CCl)ccc21	-5	-12	-1	3	-5	-107	4	-44	-1.2	-36

Taken from above.
HSF1 activator result of `CN(C)CCCNC(=S)N(Cc1cccs1)Cc1cc2cc3c(cc2[nH]c1=O)OCCO3` : -13
HIF activator result of `Cc1cccc(/C(N)=N/OC(=O)c2ccc3c(c2)OCO3)c1` : 1.2

(next part)
SMILES	HSF1 inhib	HSF1 activator	GSK3 alpha inh	GSK3beta inhib	HSP90 refold inh	aSyn 5UTR inh	IEC-6 cytotox	AI-2 QS modul	HIF activator	KLF5 inh
CN(Cc1c(C(=O)N/N=C/c2c(F)cccc2Cl)nnn1-c1nonc1N)c1ccccc1	2	-11	4	-2	-2	-7	-1	23	0.2	-25
Cc1ccc(/C=N/Nc2ccc3ccccc3n2)o1	.	.	2	-2	14	.	14	6	.	-86
N#C/C(=C\c1ccc(F)cc1F)S(=O)(=O)c1ccccn1	3	-7	0	2	-2	-11	-5	45	0.9	-8
CCOc1ccc(C(=O)NCC(=O)NCCCn2nc(C)cc2C)cc1OCC	-39	-51	18	0	-6	-6	3	22	-0.2	-45
COC(=O)c1cc(C(=O)OC)n(Cc2ccc(Cl)cc2Cl)n1	17	33	-3	5	0	13	4	21	-0.3	-15
Cc1cccc(C)c1NCc1n[nH]c(=S)n1-c1ccccc1	1	0	-2	1	-2	-10	-4	-6	-1.4	3
COc1ccc(/C=C2\SC(=S)N(NS(=O)(=O)c3ccc(C)cc3)C2=O)c(OC)c1	-9	-3	-3	1	1	4	-8	38	1.3	-24
O=C(Nc1ccc([N+](=O)[O-])cc1)Nc1nc(-c2ccc(Cl)s2)cs1	-4	13	-2	-2	-1	92*	-10	-86*	-2.7	6
CCCCNC(=O)CNC(=S)N(Cc1cc(OC)c(OC)c(OC)c1)C1CCCC1	-3	2	-1	2	2	-19	-14	-2	0.3	-10
CC1(C)Nc2ccccc2N(CC(=O)N2CCCCC2)C1=O	-12	-6	-4	3	4	8	2	16	0.0	-27
O=C(Nc1nnc(-c2ccccc2Cl)o1)c1ccco1	3	3	1	3	0	-41	-1	67	0.3	-30
COc1ccc(NC(=O)C2CCN(C(=O)c3ccccc3)CC2)cc1OC	-1	-2	-1	-3	-1	16	-4	12	-0.3	11
C/C=C/c1ccc(OCCCCN2CC(C)CC(C)C2)c(OC)c1 (stereo unspecified)	0	-17	-1	-2	2	3	2	19	0.1	-23
N#CCCCSc1nnc(Cc2ccc3c(c2)OCO3)o1	-4	2	2	-2	-1	16	0	9	-0.8	-23
O=C(CCNc1n[nH]c(=O)[nH]c1=O)N1CCCCC1	-5	2	-3	-3	-2	10	3	12	-0.6	-43
COc1ccc(Br)cc1CN1CCN(C(=O)c2ccc(F)cc2)CC1	-5	4	-1	3	5	-17	7	27	-0.5	2
O=c1oc2ccccc2cc1-c1nnc(-c2cccc(Br)c2)o1	11	13	1	1	.	-98	.	36	-0.1	.
COCCNC(=O)C(c1ccccc1C)N(C(=O)Cn1nnc2ccccc21)c1cccnc1 (stereo unspecified)	-4	-9	-3	-1	2	23	-2	6	-0.7	-22
O=C1CC2(CCCCC2)Oc2ccc(Cl)cc21	2	-17	-3	-2	.	6	.	4	0.1	.
O=C(CSc1nnc(Cc2cccs2)n1Cc1ccco1)Nc1cccc(Cl)c1	13	6	-1	2	4	17	-2	-1	-1.2	-42
COc1ccc(C(C)=O)cc1CC(=O)Nc1ccccc1-c1ccccc1	-8	14	-4	1	3	12	-3	18	0.2	7
COc1ccccc1-c1cc(C(=O)NCCCN2CCOCC2)no1	6	6	-2	-1	2	9	-3	6	0.0	-38
N#CCC(=O)Nc1ccc(C(=O)N2CCN(S(=O)(=O)c3ccc4ccccc4c3)CC2)cc1	-2	7	0	2	-2	18	-4	28	-0.5	-8
COc1ccc(C(C(=O)NCc2ccccc2)N(C(=O)c2snc(C(N)=O)c2N)c2ccccc2OC)cc1 (stereo unspecified)	9	-2	-2	2	2	8	-4	35	-0.8	22
CCCCn1c(N)c(N(CCOC)C(=O)C2CCN(C(=O)c3ccc(Cl)cc3)CC2)c(=O)[nH]c1=O	0	0	-1	-2	.	-4	.	9	-28	.
Cc1nn(C)c(Oc2ccccc2)c1CCNS(=O)(=O)c1ccc(Cl)cc1	9	55*	-1	1	0	21	-1	21	-0.2	5
COc1ccc(S(=O)(=O)N2CCC(C(=O)NCCC3=CCCCC3)CC2)cc1C	1	10	0	-1	-1	26	1	2	0.0	-27
Cc1ccc(C)c(S(=O)(=O)NCCOC(=O)Nc2sc(=S)n(C)c2C)c1	2	-1	20	-5	-2	5	-3	9	-0.3	-11
COc1ccc(OC)c(NC(=O)COC(=O)COc2c(Cl)cc(Cl)c3ccc(C)nc23)c1	-2	29	3	5	.	6	.	28	0.2	.
COCCNC(=S)N(CCc1c(C)[nH]c2ccc(C)cc12)Cc1cccnc1	7	8	-1	3	-2	0	-6	10	0.6	-13
CC(=O)N/C(=C\c1ccc(Br)s1)C(=O)O	14	8	-2	1	2	-12	13	14	-1.5	4
Cc1ccc(CNC(=O)c2ccc(NS(=O)(=O)c3cccs3)cc2)cc1	-8	-7	-2	.	2	2	-3	.	-2.4	-6
NC(=O)C1CCN(C(=O)c2cc3ccccc3cc2O)CC1	-1	-9	-3	1	.	-1	.	17	0.2	.
c1csc(-c2csc3nc(CN4CCOCC4)nc(NCc4ccc5c(c4)OCO5)c23)c1	9	23	0	1	5	1	4	3	-0.4	-2
COc1cccc(/C=N/NC(=O)CNC(=O)c2ccncc2)c1O	4	5	0	2	-3	5	-3	23	-0.3	22
COCCCNC(=O)c1ccc2nc(Cc3ccc(OC)cc3)oc2c1	17	31	1	6	1	-95	-8	21	3.2	-77
COC(=O)C1CCCN1S(=O)(=O)c1ccc([N+](=O)[O-])cc1 (stereo unspecified)	-1	21	-3	-1	-4	2	0	20	-12	-22
CCc1nnc(NS(=O)(=O)c2ccc(NC(=O)c3ccccc3)cc2)s1	-2	-3	-3	0	4	14	-1	41	0.2	-12
Cc1c(C(=O)OCc2nc3scc(-c4ccccc4)c3c(=O)[nH]2)cccc1[N+](=O)[O-]	-4	-8	-2	2	-2	-14	-4	14	-0.1	-16
